Rat MKP-3 inhibitors – inhibition of rat DUSP6 enzyme activity – biochemical, in vitro, primary screen (AID 425); recombinant MKP-3 phosphatase activity, fluorescence; higher % means a stronger effect; 110,000 compounds, 0.17% hits; inhibition, % at 20 µM; hits with a dose series show IC50 in µM; in the data active = inhibition above about 50%;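 also: plate controls were vehicle for no effect and reference inhibitor for full effect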
Hsp70 displacement – Hsp70 inhibitors, probe displacement, primary screen, biochemical, fluorescence polarization (AID 583). displacement, % at 20 µM; hits with a dose series show IC50 in µM. Hsp70 fluorescence polarization probe displacement, mP; higher % means a stronger effect. 140,000 compounds, 0.06% hits; in the data active = displacement above about 50%;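 also: plate controls were vehicle for no effect and reference ligand for full effect; a part of the inactive calls stands beside numbers as strong as those of hits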
Starred values were filed as active, the others as inactive; . = no result given.

Rat MKP-3 inhibitors | Hsp70 displacement | canonical_smiles
2.5% | 0.7% | Cc1csc(NC(=O)NC2(C(F)(F)F)Oc3ccccc3O2)n1
-4.0% | -0.8% | NC(=O)c1ccccc1N=Cc1ccc(Cl)c([N+](=O)[O-])c1
1.0% | 2.7% | Cc1ccc(NC(CC(=O)O)C(=O)O)cc1 (stereo not given)
-7.0% | -3.9% | COc1cc(OC)cc(OCC(O)Cn2ccnc2)c1 (stereo not given)
-19.1% | -4.3% | Cc1ccsc1C(=O)OCC(=O)N1CC(=O)Nc2ccccc21
-3.7% | -2.3% | Cc1ccc(-n2c(SCC(N)=O)nnc2-c2cccnc2)c(C)c1
-3.3% | -1.5% | COc1cccc(-n2c(Cc3cc(=O)[nH]c(=O)[nH]3)nnc2SCC(=O)N2CCCCC2)c1
0.6% | -1.8% | O=C(Nc1ccc(OC(F)(F)F)cc1)c1ccc2ccccc2c1
-12.1% | 2.1% | CCOC(=O)C1=C(C)N=C2SC(C)C(=O)N2C1c1ccc(OCC)c(OCC)c1 (stereo not given)
0.1% | 2.6% | CCCN1CCC(=NNC(=O)c2cccc([N+](=O)[O-])c2)CC1
2.9% | -1.9% | COc1ccc(S(=O)(=O)N(CCc2ccccc2)CC(=O)Nc2cccc3ccccc23)cc1
0.2% | 4.9% | CCOc1ccc(-c2nnc(-c3ccncc3)o2)cc1
5.4% | -1.6% | CC(C)(C)OC(=O)N1CCC(c2c(C(=O)O)cnn2-c2ccc(Cl)cc2)CC1
1.2% | -3.8% | COc1ccc(N=C2SC(C(=O)N3CCN(c4ccccn4)CC3)CC(=O)N2C)cc1 (stereo not given)
4.1% | 9.0% | O=[N+]([O-])c1ccc(N2CCOCC2)cc1[N+](=O)[O-]
1.4% | 1.1% | O=C(Oc1ccc(/C=N/O)cc1)c1ccc(Br)cc1
1.7% | -1.6% | CCOc1cc(/C=N/n2cnnc2)cc(Cl)c1O
-11.8% | -6.1% | O=S(=O)(Nc1ccc(-c2cn3ccsc3n2)cc1)c1ccc2c(c1)OCCO2
-14.3% | -4.4% | O=C(NCc1cccc(Cl)c1)c1cccnc1
-2.6% | 3.9% | COc1ccc2cc(CN(C(=O)Nc3ccccc3)C3CCCC3)c(=O)[nH]c2c1
. | 2.7% | OC(c1ccccc1)(c1ccc(F)cc1)C(c1ccccc1)N1CCOCC1 (stereo not given)
. | 5.7% | O=C1N(Cc2ccc(F)cc2Cl)c2ccccc2C12OCCCO2
-15.7% | -4.3% | NC(=O)NC(CC(=O)OCC(=O)NC(=O)NCc1ccco1)c1ccc(Cl)cc1 (stereo not given)
5.0% | 0.0% | COc1cc2ccccc2cc1C(=O)NCCCNc1ccc([N+](=O)[O-])cc1
0.2% | -2.6% | Cc1cc(C)cc(NC(=O)C(=O)NCCc2ccccc2)c1
-15.9% | 5.9% | O=C(O)C1=C(C(=O)N2CCN(C(=O)c3ccco3)CC2)CCCC1
-1.4% | . | CCN(CCCNC(=O)Cn1cc2c(n1)CCCC2)c1cccc(C)c1
0.0% | -1.7% | COc1ccc(NC(=O)c2ccco2)cc1NC(=O)c1cc2ccccc2o1
10.2% | 6.7% | CCOc1ccccc1C1NC(=O)NC(C)=C1C(=O)OC1CCCC1C (stereo not given)
-15.4% | 0.5% | O=C1N=c2ccccc2=C1c1sc(=S)n(C(Cc2ccccc2)C(=O)O)c1O (stereo not given)
-15.8% | 9.2% | COC(=O)c1ccccc1NC(=O)Cn1c(=O)oc2ccc(Cl)cc21
-2.5% | -4.1% | Cc1ccc(-n2ncc3c(=O)n(CC#N)cnc32)cc1C
1.3% | -1.0% | CCC(=O)c1ccc(N2CCN(C(=O)c3cccs3)CC2)c(F)c1
-1.6% | 3.3% | CCOC(=O)c1nnn(-c2nonc2N)c1CN1CCCCCC1
-7.4% | -0.8% | Cc1sc(NC(=O)CSc2nnc(COc3ccc(Cl)cc3)n2C)c(C#N)c1C
-6.8% | -1.6% | COCCn1nnnc1C(c1ccc(OC)cc1)N1CCC(C)CC1 (stereo not given)
-4.9% | 1.5% | O=C1NCC2=C1C(c1ccccc1)Nc1ccccc1N2 (stereo not given)
-3.7% | -5.5% | COc1ccc(N(CC(=O)N2CCN(Cc3ccc4c(c3)OCO4)CC2)S(C)(=O)=O)cc1OC
1.4% | -1.9% | CCOC(=O)c1cnc2nc(C)[nH]n2c1=O
2.5% | 2.7% | CN1CCN(CCCOc2ccc(Br)cc2)CC1

An excerpt from above in order of their number in Rat MKP-3 inhibitors, largest number first.
structure | Rat MKP-3 inhibitors | Hsp70 displacement
CCC(=O)c1ccc(N2CCN(C(=O)c3cccs3)CC2)c(F)c1 | 1.3% | -1.0%
Cc1ccc(NC(CC(=O)O)C(=O)O)cc1 (stereo not given) | 1.0% | 2.7%
Cc1ccc(-n2ncc3c(=O)n(CC#N)cnc32)cc1C | -2.5% | -4.1%
NC(=O)c1ccccc1N=Cc1ccc(Cl)c([N+](=O)[O-])c1 | -4.0% | -0.8%

Profiles from above.
NC(=O)NC(CC(=O)OCC(=O)NC(=O)NCc1ccco1)c1ccc(Cl)cc1 (stereo not given) is entered as Rat MKP-3 inhibitors: -15.7%; Hsp70 displacement: -4.3%
O=[N+]([O-])c1ccc(N2CCOCC2)cc1[N+](=O)[O-] is entered as Rat MKP-3 inhibitors: 4.1%; Hsp70 displacement: 9.0%

Further records follow:
Rat MKP-3 inhibitors | Hsp70 displacement | canonical_smiles
0.8% | -0.8% | CC(=O)c1ccc(NC2CC(O)C(O)CO2)cc1 (stereo not given)
. | -1.7% | CCOc1cc(-c2cc(-c3ccc(C)o3)nc(N)c2C#N)ccc1O
-13.8% | -2.5% | COc1ccc(N2CC(C(=O)NC3CC(C)(C)NC(C)(C)C3)CC2=O)cc1 (stereo not given)
-2.5% | 0.5% | COC(=O)c1sc(Nc2ccccc2)nc1C
-1.1% | -2.0% | COC(=O)c1ccc(-n2ncnc2-c2ccc(OCc3ccccc3)c(OC)c2)cc1
-0.7% | -4.3% | COc1cc(Br)c(C2NCCc3cc(OC)c(OC)cc32)cc1OC (stereo not given)
-2.2% | 0.8% | Cn1nnc2cc(C(=O)N3CCN(c4ccccc4)CC3)ccc21
1.2% | -4.0% | Cc1c(-c2nc(-c3ccccn3)no2)cccc1[N+](=O)[O-]
-10.9% | 1.5% | CCOc1cc2[nH]c(=S)n(CC3CCCO3)c(=O)c2cc1OCC (stereo not given)
-1.2% | -1.1% | COc1cccc(/C=C(\C#N)c2nc(-c3cccs3)cs2)c1
-5.9% | 1.4% | Cn1c(Cn2c(=O)sc3ccccc32)nnc1SCC(=O)NC1CCCCC1
-0.5% | -0.3% | CC1SC(c2ccccc2)N(Cc2ccccc2)C1=O (stereo not given)
-0.6% | 1.6% | CCCCCCOC(=O)C1=C(C)NC(=O)NC1c1ccc(F)cc1 (stereo not given)
-1.6% | -2.9% | c1ccc(CNC2=NCCC2)nc1
-9.7% | -1.6% | CN(c1ccccc1)c1nc(N2CCCC2)nc(-n2ccnc2)n1
-2.5% | 2.0% | CCOC(=O)c1cnn2c(C(F)(F)F)c3c(nc12)-c1ccccc1CC3
-2.0% | -1.9% | Cc1ccc2[nH]c(=O)c(CN(CCO)Cc3nnnn3CCc3ccccc3)cc2c1
-13.0% | 4.8% | CN1CCCC(C(=O)C(C#N)c2ccccc2)C1 (stereo not given)
5.1% | -5.6% | CC(Oc1ccc(Cl)cc1Cl)c1nc(-c2ccc(NC(=O)c3cccnc3)cc2)no1 (stereo not given)
6.0% | -2.2% | Cc1ccc([N+](=O)[O-])cc1-c1ccc(/C=C2/C(=O)NN(c3ccc(F)cc3)C2=O)o1

Entries from the list above that contain a COOH group (4):
Rat MKP-3 inhibitors | Hsp70 displacement | canonical_smiles
1.0% | 2.7% | Cc1ccc(NC(CC(=O)O)C(=O)O)cc1 (stereo not given)
5.4% | -1.6% | CC(C)(C)OC(=O)N1CCC(c2c(C(=O)O)cnn2-c2ccc(Cl)cc2)CC1
-15.9% | 5.9% | O=C(O)C1=C(C(=O)N2CCN(C(=O)c3ccco3)CC2)CCCC1
-15.4% | 0.5% | O=C1N=c2ccccc2=C1c1sc(=S)n(C(Cc2ccccc2)C(=O)O)c1O (stereo not given)

(listing goes on)
Rat MKP-3 inhibitors | Hsp70 displacement | canonical_smiles
2.3% | 1.0% | O=C(NCc1cccnc1)C(C(=O)c1ccc(F)cc1)n1ccccc1=O (stereo not given)
-3.2% | 3.8% | CNS(=O)(=O)c1cccc(C(=O)OCC(=O)c2cc(C)n(-c3ccc4c(c3)OCO4)c2C)c1
2.2% | -2.1% | COc1ccc(C(=O)N2CCN(CCCc3ccccc3)CC2)cc1OC
-6.4% | -1.1% | COc1cccc(OC(=O)CSc2nnc(-c3ccccc3Br)o2)c1
-16.4% | -1.5% | COc1ccc(OC)c(C(c2nnnn2CCC(C)C)N2CCN(C(=O)c3ccco3)CC2)c1 (stereo not given)
-0.5% | 1.4% | CCS(=O)(=O)N1CCC(NC(C)=O)(c2ccccc2)CC1
1.5% | -5.6% | CC(C)(NC(=O)NCc1ccccc1)c1cccc(C(C)(C)NC(=O)NCc2ccccc2)c1
. | 3.3% | CCc1nnc(NC(=O)CSc2nnc(-c3ccncc3)n2C)s1
-3.1% | -6.1% | CCOC(=O)CC1=CC(=O)Nc2ccccc2N1
1.3% | . | CC(C)COC(=O)n1ccc(C(=O)N2CCCCC2)n1
-3.7% | 1.3% | COc1ccc2oc(C(=O)C3CC3)c(N)c2c1
-0.1% | -1.4% | c1ccc(Nc2nc(-c3ccccn3)cs2)nc1
. | 7.6% | Cc1cccn2c(=O)c3cc(C(=O)NCC4CCCO4)n(C)c3nc12 (stereo not given)
-5.3% | -0.7% | CCc1ccccc1N(CC(=O)NCC(C)C)S(C)(=O)=O
-1.8% | 2.2% | COc1ccc(N2CCN(C(c3nnnn3CCc3ccccc3)C(C)C)CC2)cc1 (stereo not given)
-0.2% | 0.5% | O=C(Cn1cc2c(n1)CCCCC2)NC1CCCCCC1
1.3% | -1.7% | CCOC(=O)c1ccccc1NC(=O)c1sc(NC(=O)c2ccc3c(c2)OCO3)c(C(=O)OCC)c1C
-0.2% | 0.2% | CC(=O)Nc1ccc(S(=O)(=O)NCc2cccnc2)cc1
-2.1% | -6.4% | COc1ccc(-c2cc(C(=O)N3CCN(C(c4ccccc4)c4ccccc4)CC3)no2)cc1OC
-3.6% | -2.0% | CC(=O)c1ccc(OC(C)C)c(CN2CCCCC2)c1
6.5% | -5.0% | CN(C)c1ccc(C(=O)OCC(=O)Nc2ccc(S(N)(=O)=O)cc2)cc1
. | 0.1% | Cc1ccc(CNC(=O)CSc2nnnn2C)cc1
-0.5% | 1.3% | CN(C)c1ccc(/C=C2\N=C(c3cc4ccccc4oc3=O)OC2=O)cc1
-9.1% | 2.8% | COc1cc(C)nc(N2CCC(C(N)=O)CC2)n1
. | 1.7% | Cc1ccc(CNC(=O)c2ccc(C#CC(C)(C)O)s2)cc1
4.7% | -1.8% | CCOc1ccccc1C1Nc2ccccc2NC2=C1C(=O)CC(c1ccc(OC)cc1)C2 (stereo not given)
. | -4.7% | O=C(CN1C(=O)C2CC=CCC2C1=O)Nc1nnc(SCc2ccc(Cl)cc2)s1 (stereo not given)
4.3% | -1.6% | CC/C(=N\N=C(/CC)c1ccccc1N)c1ccccc1N
2.0% | 2.3% | Cc1cc(C)cc(CSCC(=O)Nc2c(C)cccc2C)c1
2.2% | 7.5% | C=CCn1sc(N)c(C(=O)OCC)c1=S
-4.5% | -3.6% | Cc1c(/C(O)=C2\C(=O)C(=O)N(CCCN(C)C)C2c2ccncc2)cnn1-c1ccccc1 (stereo not given)
3.0% | 8.3% | CC(=O)Nc1ccc(NS(=O)(=O)c2ccc(F)cc2)cc1
3.5% | . | CCN(CC)c1ccc(C2CC(=O)Nc3cc(OC)c(OC)cc32)cc1 (stereo not given)
. | 16.4% | CCOC(=O)c1ccc(Oc2nc(N(C)C)nc(N(C)C)n2)cc1
6.6% | 7.5% | C=C1CCc2c([nH]c3ccc(OCC(C)C)cc23)C1=O
. | 2.3% | C/C=C(\C)CN1CCN(c2ccccc2)CC1
-0.3% | -0.6% | CCc1c(C)nc2ncnn2c1NCCc1ccc(OC)c(OC)c1
. | 5.2% | CCOC(=O)N1CCC(NC(=O)C(NC(=O)C2CCC(C)CC2)C(C)CC)CC1 (stereo not given)
-4.5% | 0.5% | O=C(COC(=O)CCC1CCCC1)Nc1ccc(Cl)cn1
-15.2% | -6.7% | COc1cc(C2N(c3ccc(F)cc3)C(=O)C3CCCN32)cc(OC)c1OC (stereo not given)

The final two compounds of the section before are carried over, then new ones follow.
Rat MKP-3 inhibitors | Hsp70 displacement | canonical_smiles
-4.5% | 0.5% | O=C(COC(=O)CCC1CCCC1)Nc1ccc(Cl)cn1
-15.2% | -6.7% | COc1cc(C2N(c3ccc(F)cc3)C(=O)C3CCCN32)cc(OC)c1OC (stereo not given)
. | 0.7% | CC(C)CC(=O)Nc1sc2c(c1C#N)CC(C)(C)NC2(C)C
-0.6% | -1.8% | Cc1cccc(NC(=O)/C(C#N)=C\c2ccc(I)o2)c1C
-10.3% | 1.1% | c1ccc(C2=Nn3c(nnc3-c3ccccn3)SC2)cc1
7.9% | 0.6% | CCc1ccccc1NC(=O)C(=O)NCC(C)O (stereo not given)
-17.1% | 0.1% | COCCNC(=O)C(c1ccc(C)o1)N(C(=O)c1snc(C(N)=O)c1N)c1cc(C)cc(C)c1 (stereo not given)
2.3% | 2.6% | CCOC(=O)CC(=O)CSc1nc2ccccc2c(=O)n1-c1ccc(C(=O)N2CCOCC2)cc1
. | -1.5% | CCCc1cc(C(=O)OC)c(NC(=O)c2cc(C)on2)s1
. | -2.6% | CC1=C(OC(=O)c2ccc(Br)cc2)C(C)(C)C(c2ccccc2)OC1=O (stereo not given)
1.2% | 1.6% | Cc1ccc(NCC(=O)N/N=C\c2cc(Br)cc(Br)c2OC(=O)c2cccc(F)c2)cc1
-9.6% | -2.8% | CCc1ccccc1NC(=O)c1cccs1
14.8% | -4.0% | Cn1c(SCC(=O)NCc2ccc3c(c2)OCO3)nc2scc(-c3cccs3)c2c1=O

Compound activity: PubChem BioAssay, Sanford-Burnham Center for Chemical Genomics

Only part of the results is shown; count on the stated rates, not on these rows.
